AmpC inh det: Promiscuous and Specific Inhibitors of AmpC Beta-Lactamase (assay with detergent); purified AmpC, nitrocefin hydrolysis with detergent; 71,000 compounds, 0.09% hits; AID 584, 2007; Potency, µM (highest dose often 28.7 µM), without a hit: at the top dose activity change, negative = inhibition; P00811; active means well fitted curve in the direction sought with a large enough effect
Target sequence (P00811 whole entry, looked up): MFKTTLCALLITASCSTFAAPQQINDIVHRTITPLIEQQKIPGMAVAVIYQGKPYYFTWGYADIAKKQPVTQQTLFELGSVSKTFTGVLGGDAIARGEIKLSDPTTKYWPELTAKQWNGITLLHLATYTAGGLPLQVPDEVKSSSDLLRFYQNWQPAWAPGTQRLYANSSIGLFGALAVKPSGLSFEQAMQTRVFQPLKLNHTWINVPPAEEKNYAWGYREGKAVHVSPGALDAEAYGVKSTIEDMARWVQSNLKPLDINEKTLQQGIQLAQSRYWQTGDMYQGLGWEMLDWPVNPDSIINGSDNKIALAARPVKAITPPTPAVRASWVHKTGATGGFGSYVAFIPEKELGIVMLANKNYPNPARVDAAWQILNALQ
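E. coli AmpC (5.3 nM) in 20 mM phosphate pH 7.0 with 0.01% Triton X-100, preincubated 15 min RT with compound; nitrocefin (2 uL of 800 uM stock) hydrolysis followed by 480 nm absorbance every 20 s over 4 min.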
* marks the source's active call; other numbers are inactive results; [ ] = remark or other dose. On the % scale 0 is the no-effect control and ±100 the full control effect; potency means the concentration at half of the fitted maximal effect. These rows are one share of the data; rates above refer to the full screens.

Compound | AmpC inh det
Cc1c(NC(=O)CC2CC(C)OC2=O)c(=O)n(-c2ccccc2)n1C (stereo not given) | 12%
CN(C(=O)COC(=O)c1nc(-c2ccccc2)n(-c2ccccc2)n1)C1CCS(=O)(=O)C1 (stereo not given) | 4%
C=CCn1c(COc2ccc(Cl)cc2)nnc1SCC(=O)NCC(=O)OCC | -1%
COC(=O)c1ccccc1NC(=O)NCc1ccccn1 | -4%
O=S(CC(O)COCc1ccc(Cl)cc1)c1ccccn1 (stereo not given) | -2%
CCOC(=O)c1cccc(NC(=O)CCS(=O)(=O)c2cccc3nsnc23)c1 | -1%
CC(C)(C)NC(=O)c1ccc(NC(=O)C2COc3ccccc3O2)cc1 (stereo not given) | -2%
CCOC(=O)N1CCN(C(=O)CSc2nc3c(c(=O)n2-c2ccccc2OC)SCC3)CC1 | -2%
CCOC(=O)c1cnn(-c2nc(CC)nc3sc4c(c23)CCC4)c1N | 18%
Cc1ccc(S(=O)(=O)N(C)CC(=O)N2CCc3ccccc32)cc1 | -2%
O=C(CN1CCN(Cc2ccc3c(c2)OCO3)CC1)N1CCc2[nH]c3ccccc3c2C1 | -3%
COc1ccc(OCC(=O)Nc2cccc(C(C)=O)c2)cc1 | 6%
Cc1c(NC(=O)CCN2C(=O)c3ccccc3C2=O)c(=O)n(-c2ccccc2)n1C | 5%
CC(C)c1nnc(NC(=O)CCC(=O)N2CCN(C3CCCCC3)CC2)s1 | -8%
CN1CCN(c2ncc3nc(-c4ccc(Cl)cc4)c(=O)n(Cc4cccs4)c3n2)CC1 | -1%
COc1ccc(C[C@H]2NC[C@H](O)[C@@H]2OC(C)=O)cc1 | 4%
COC(=O)c1ccc(C(/C=C/[C@@H](C)C(=O)N(C)Cc2ccccc2)NC(=O)OCc2ccccc2)cc1 (stereo not given in full) | 16%
CCNc1ncc2nc(-c3cccs3)c(=O)n(C)c2n1 | 0%
O=C(CN1CCCN(Cc2ccc(F)cc2Cl)C1=O)NCc1ccccc1 | 4%
Cc1cccc(OCc2nnc(SCC(=O)Nc3cc(C)on3)n2C)c1 | 5%
COc1cccc(C2C(C(=O)OCc3ccccc3)=C(C)Nc3ncnn32)c1OC (stereo not given) | 12%
Cc1ccc(S(=O)(=O)N2CCOCC2)cc1C(=O)O | 1%
CSc1nsc(SCC(=O)N2CCN(c3ccccc3)CC2)n1 | -2%
COc1ccc(Oc2ncc3nc(-c4ccccc4)c(=O)n(C[C@H]4CCCO4)c3n2)cc1 | 2%
Cc1cc(C)c(C)c(S(=O)(=O)NCc2cccnc2)c1C | -2%
Cc1cc2oc(=O)cc(Cn3ccnc3)c2cc1C | -1%
C[C@H]1C2=C3C(CC[C@H]4C(OCc5ccc(F)cc5C(F)(F)F)OC[C@](C)([C@@H]34)N(C(=O)OC(C)(C)C)C2)C(CO)C1CO (stereo not given in full) | -3%
COc1ccc(CC(=O)NC(C)c2nnc(SCc3nc4ccccc4c(=O)[nH]3)n2C)cc1 (stereo not given) | -2%
S=c1[nH]nc(C2COc3ccccc3O2)o1 (stereo not given) | -2%
O=S(=O)(c1ccc2c(c1)OCCO2)N1CCC(c2nc3ccc(Cl)cc3[nH]2)CC1 | 0%

(list continues)
Compound | AmpC inh det
NS(=O)(=O)c1cc2c(cc1Cl)N[C@H](Cc1ccccc1)NS2(=O)=O | -3%[5.75 µM]
O=C(NC1CC2CCCC(C1)N2CC(=O)N1CCCc2ccccc21)C1CCCCC1 (stereo not given) | 1%
COc1ccc(C(C)=O)cc1COC(=O)c1ccc2c(c1)OCO2 | -2%
O=C(COC(=O)c1ccc(Br)o1)Nc1nc2ccccc2s1 | 1%
Cc1ccc2cc(CN(C(=O)c3cccnc3)C(C)C)c(=O)[nH]c2c1 | -5%
CC(C)Oc1ccccc1C1CC(=O)Nc2cc3c(cc21)OCO3 (stereo not given) | 7%
CC12C(=O)N(c3nccs3)C(=O)C1C1C=CC2C1 (stereo not given) | -2%
CC(C)(C)n1ncc2c(=O)n(CC(=O)NCc3ccc(F)cc3)cnc21 | 8%
CN(C)c1ccc(NC(=O)CN2CCC(C(=O)c3ccc(F)cc3)CC2)cc1 | 9%
Cc1ccc(S(=O)(=O)N2CCN(C(=O)CN3CCc4ccccc4C3)CC2)cc1 | 8%
CN(C)C(=O)c1ccc(-c2cncnc2Nc2ccc(F)cc2)cc1 | 10%
Cc1ccc(-n2[nH]c(C)c(/C=N/c3ccccn3)c2=O)cc1 | -2%
O=C(NCC(c1cccnc1)N1CCN(c2ccccc2F)CC1)OCc1ccccc1 (stereo not given) | 11%
O=C(CSc1nnc(Cc2cc(=O)[nH]c(=O)[nH]2)n1-c1ccccc1)N1CCCC1 | -1%
O=C(c1ccco1)N1CCN(S(=O)(=O)c2ccc3c(c2)CCN3C(=O)C2CC2)CC1 | -5%
COc1cc(C(=O)OCC(=O)c2c[nH]c3ccccc23)ccc1OCC(=O)N1CCOCC1 | -5%
Cc1csc(NC(=O)c2ccccc2O)n1 | 12%
CC1CCCCN1CC(=O)NCc1ccc2c(c1)OCO2 (stereo not given) | 0%
O=C(NCCN1CCOCC1)Nc1ccc(Cl)cc1Cl | 19%
C=COCCNC(=O)Nc1ccc(Cl)cc1Cl | -5%
COc1ccc(C2CC(c3ccc(OC)cc3)n3nc(NC(=O)c4ccco4)nc3N2)cc1 (stereo not given) | -3%
Cc1ccccc1Br | 10%
O=C(Nc1ccccc1C(=O)OC1CCOC1=O)c1ccco1 (stereo not given) | 12%
N#Cc1cccc(NC(=O)N2CCC3(CC2)CCN(C(=O)c2ccco2)CC3)c1 | -2%
CCOc1ccc(NC(=O)Cn2nnc(-c3ccccc3NC(=O)C3CC3)n2)cc1 | 6%
CCCOc1ccccc1C1NC(=O)NC(C)=C1C(=O)OCCOC(C)C (stereo not given) | -1%
CSc1nsc(SC)c1C(=O)NCCNS(=O)(=O)c1ccc(C)cc1 | 12%
COCCCn1c(SCC(=O)Nc2cccc(C)n2)nnc1-c1ccco1 | -3%
CCN(CC)S(=O)(=O)c1ccc2[nH]cc(C(=O)NCCc3ccccc3)c(=O)c2c1 | -2%
Cn1c2c(c(=O)n(C)c1=O)CN(Cc1ccc3c(c1)OCO3)CN2 | -5%

Remaining list, next part
molecule,AmpC inh det
COC(=O)[C@@]1(Cc2ccc(OC)cc2)[C@@H]2C(=CC(=O)[C@H]2CC(=O)C(=O)N2CCCC2)CN1C(=O)c1ccccc1,-1%
O=C(O)c1cccnc1,0%[12.8 µM]
CCCCOC(=O)CSc1nnc(-c2ccc(Cl)cc2Cl)o1,10%
c1cnc(N2CC3(CCNCC3)C2)nc1,0%
c1ccc(Nc2ncnc3ccc(-c4cccnc4)cc23)cc1,8%
O=C(NCc1ccc(F)cc1)C1CC(=O)N(CCc2ccccc2)C1 (stereo not given),0%
CCOC(=O)CC(=O)CSc1nc2ccc(C)cc2cc1C#N,9%
O=C1CCC2CCCCC2(O)O1 (stereo not given),-2%
COC(=O)N1CCC2(CCN(Cc3ccc(C#N)cc3)CC2)CC1,12%
COc1ncc2nc(-c3ccc(F)cc3)c(=O)n(Cc3ccc(F)cc3)c2n1,0%

Additional entries
molecule,AmpC inh det
O=c1[nH]c(SCc2cc(=O)n3ccccc3n2)nc2c1CCC2,1%
CCCn1c(C)nc2c(NC3CCCCC3)nc(C)nc21,26%
CCOC(=O)c1cnn2c(C(F)F)cc(C3CC3)nc12,-4%
CCOc1ccccc1OCC(=O)O,-1%
CCn1c(SCC(=O)Nc2cc(C)on2)nc2sc3c(c2c1=O)CCCC3,27%
CCN(CC)C(=O)N1CCC(NC(=O)c2ccc(C(C)(C)C)cc2)CC1,0%
CC(NC(=O)c1ccc(Cl)cc1)C(=O)NC1=NCCS1 (stereo not given),1%
Cn1cc(Br)c(C(=O)NC2CCCCC2)n1,0%
Nc1c(OCC(=O)O)ccc2cc(S(=O)(=O)O)ccc12,-3%[5.75 µM]
CCOC(=O)c1c(C)oc2c1c(C(c1ccncc1)N1CCOCC1)c(O)c1ccccc12 (stereo not given),-3%

(continued)
molecule,AmpC inh det
O=c1c(-c2ccccc2)nc2cnc(Nc3ccccc3)nc2n1C[C@H]1CCCO1,0%
CC(C)(C)c1ccc(-c2nnc(SCc3ccc(Cl)cc3)n2-c2cccc(C(F)(F)F)c2)cc1,-6%[5.75 µM]
CC(Sc1nc(N2CCOCC2)nc(N2CCOCC2)n1)C(=O)Nc1ccccc1 (stereo not given),1%
O=C(Nc1ccc(N2CCCCC2)cc1)c1ccc(F)cc1,5%
COC(=O)[C@@]1(Cc2ccc(F)cc2)[C@H]2c3cc(C(=O)N(C)C)n(Cc4ccc(C)o4)c3C[C@H]2CN1C(=O)c1ccccc1,-1%
CCCN(C(=O)Cc1nc(N)n[nH]1)C1(C(=O)Nc2c(C)cccc2C)CCCCC1,-2%
CC1(C)Cc2nc3sc4c(SCC(=O)NCc5ccco5)ncnc4c3cc2CO1,-3%
CCOC(=O)CCSc1nc2c(c(C(F)(F)F)c1C#N)CCC2,-6%
NC(=O)c1c(N)sc2c1CCCC2,0%
COc1ccc(C2=[N+]([O-])C(C)(C)N(O)C2(C)C)cc1,5%

An excerpt of these results, with each value named.
O=C(Nc1ccc(N2CCCCC2)cc1)c1ccc(F)cc1
  AmpC inh det = 5%

O=c1c(-c2ccccc2)nc2cnc(Nc3ccccc3)nc2n1C[C@H]1CCCO1
  AmpC inh det = 0%

CC(Sc1nc(N2CCOCC2)nc(N2CCOCC2)n1)C(=O)Nc1ccccc1 (stereo not given)
  AmpC inh det = 1%

CCOC(=O)CCSc1nc2c(c(C(F)(F)F)c1C#N)CCC2
  AmpC inh det = -6%

Remaining list, next part.
molecule,AmpC inh det
O=C(NCc1ccc2c(c1)OCO2)c1ccncc1,1%
CCC1(c2cccc(Cl)c2)NC(=O)N(Cc2cc(C(=O)OC)c(C)o2)C1=O (stereo not given),-1%
CCC(Sc1nc(C)cc(=O)[nH]1)C(=O)Nc1nnc(C)s1 (stereo not given),-4%
CC(=O)c1cccc(NC(=O)C2CCN(S(=O)(=O)c3ccc(F)cc3)CC2)c1,9%
Oc1ccc(CNc2ccccc2F)c2cccnc12,-1%
CCCCC(=O)Nc1cc(N(C)C)nc2ccccc12,-2%
CCOc1cc2[nH]c(=O)n(CCCCC(=O)N3CCCCCC3)c(=O)c2cc1OCC,-1%
CCOC(=O)CN1CC23C=CC(O2)C(C(=O)NCc2ccc(F)cc2)C3C1=O (stereo not given),2%
COc1ccccc1OCC(O)Cn1nc(C)cc1C (stereo not given),34%
N#CCCn1ncn(-c2ccccc2)c1=S,15%

Next compounds
molecule,AmpC inh det
COc1ccc(-c2cc(C(F)(F)F)nc(SCCC(=O)Nc3cc(C)on3)n2)cc1,-4%
ClCC(Cl)CCl,6%
COC(=O)c1sc(NC(=O)c2cc3c(s2)CCCC3)nc1C,19%
O=C(Nc1cccc(F)c1)N1CCCC2(CCN(S(=O)(=O)c3ccccc3)CC2)C1,-7%
COC(=O)COc1ccc(S(=O)(=O)N2CCN(c3ccccc3F)CC2)cc1C,-6%
Cc1ccccc1NC(=O)c1cnn(-c2ccccc2)c1NC(=O)c1ccco1,5%
Cc1cc(C)nc(SCC(=O)Nc2ncc3c(n2)CCCC3=O)n1,-2%
CC(=O)O[C@H]1C[C@@]2(C)[C@H](C[C@@H](O)[C@H]3[C@@]4(C)CC[C@@H](O)[C@@H](C)[C@H]4CC[C@@]32C)C1=C(CCC=C(C)C)C(=O)O,-5%[12.8 µM]
O=C(c1cnccn1)N1CCC[C@@]2(CCN(c3ccccn3)C2)C1,1%
C=CCOc1ccc(/C(CC)=N/O)c(OC)c1,7%

Further compounds
molecule,AmpC inh det
Cc1ccnc(N)c1,-3%
O=C(Nc1cccc(Cl)c1)OCc1ccccn1,-3%
CCOC(=O)C1CCN(c2c(NCCCN(CC)c3ccccc3)c(=O)c2=O)CC1,4%
Cc1ccccc1C=O,9%
CCOC(=O)CSc1nnc([C@@H](NC(=O)OC(C)(C)C)C(C)C)o1,-5%
CCOC(=O)N1CCN(C(=O)c2ccc3c(c2)ncn3C2CCCC2)CC1,-1%
CCC[C@@H]1C[C@@]1(CCC)C(NC(=O)c1cccs1)c1ccc(Cl)cc1 (stereo not given in full),14%
Cc1noc(/C=C/N(C)C)c1S(=O)(=O)N1CCCC(C(=O)N2CCc3ccccc32)C1 (stereo not given),13%
O=C(NCCN1CCN(c2ccccc2F)CC1)C1CC(=O)N(C2CCCC2)C1 (stereo not given),-2%
CCC(C)(C)n1nnnc1C(c1ccc(OC)c(OC)c1)N1CCN(c2ccccc2)CC1 (stereo not given),11%
Cc1ccc2c(c1)C1CN(C)CCC1N2S(=O)(=O)c1ccccc1 (stereo not given),-1%
O=C(Nc1nccs1)c1cc(S(=O)(=O)N2CCOCC2)ccc1Cl,-2%
FC(F)(F)c1ccccc1-c1cncnc1NCc1ccccc1,5%

6 structures from above, arranged by length of the SMILES, smallest number first:
molecule,AmpC inh det
CC(C)(C)NC(=O)c1ccc(NC(=O)C2COc3ccccc3O2)cc1 (stereo not given),-2%
CCn1c(SCC(=O)Nc2cc(C)on2)nc2sc3c(c2c1=O)CCCC3,27%
O=C(NCCN1CCN(c2ccccc2F)CC1)C1CC(=O)N(C2CCCC2)C1 (stereo not given),-2%
CCOc1cc2[nH]c(=O)n(CCCCC(=O)N3CCCCCC3)c(=O)c2cc1OCC,-1%
CC(=O)c1cccc(NC(=O)C2CCN(S(=O)(=O)c3ccc(F)cc3)CC2)c1,9%
CCN(CC)S(=O)(=O)c1ccc2[nH]cc(C(=O)NCCc3ccccc3)c(=O)c2c1,-2%

Screening results deposited in PubChem BioAssay by National Center for Advancing Translational Sciences (NCATS).
